mcGAS RapidFire – inhibitors of Mus musculus cyclic GMP-AMP synthase, initial high-throughput assay, cell-free, RapidFire MS; Q8C6L5; recombinant mouse cGAS, cGAMP by RapidFire MS; inhibition, % at 12.5 µM; hit rate 0.18% among 130,000; AID 1259397, 2018;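 active = inhibition of cGAS enzyme activity at or above 60%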;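 note: enzyme stimulated by 45 bp dsDNA with ATP and GTP substrates; cGAMP share of summed cGAMP plus half ATP and half GTP signals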
Target sequence (Q8C6L5 whole entry, looked up): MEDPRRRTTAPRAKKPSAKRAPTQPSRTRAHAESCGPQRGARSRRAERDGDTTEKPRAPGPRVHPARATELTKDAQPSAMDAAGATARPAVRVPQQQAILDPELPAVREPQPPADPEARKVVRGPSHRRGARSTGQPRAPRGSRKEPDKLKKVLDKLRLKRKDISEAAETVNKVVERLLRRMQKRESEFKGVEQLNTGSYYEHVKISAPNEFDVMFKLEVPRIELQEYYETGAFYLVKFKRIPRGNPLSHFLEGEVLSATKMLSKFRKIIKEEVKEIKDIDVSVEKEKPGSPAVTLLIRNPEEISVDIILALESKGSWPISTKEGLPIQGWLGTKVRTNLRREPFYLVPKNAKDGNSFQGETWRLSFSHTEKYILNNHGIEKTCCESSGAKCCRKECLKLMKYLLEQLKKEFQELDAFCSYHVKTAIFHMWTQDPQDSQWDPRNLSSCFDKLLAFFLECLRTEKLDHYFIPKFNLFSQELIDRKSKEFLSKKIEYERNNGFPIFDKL
An asterisk follows results filed as active; & = joins results of further samples.

compound	mcGAS RapidFire
COC(=O)Cn1cc(S(=O)(=O)Nc2cc(C)ccc2F)cn1	-1
O=C(CSc1nc2ccccc2[nH]1)N1CCCCCC1	-8
CN(C)c1nc(N)nc(CN2CCSCC2CCO)n1 (stereo not given)	-31
Cc1ccc(Cn2nnc3c(=O)n(Cc4ccc(F)cc4)cnc32)cc1	2
Cc1cccc(Cn2c(SCc3ccccc3)nc3c2c(=O)[nH]c(=O)n3C)c1	-13
COCc1c(C)cc(C)c(/C=N\O)c1C	-21
CC1CCCN(C(=O)c2cccc(NC(=O)OC(C)(C)C)c2)CC1 (stereo not given)	3
O=C(NNC(=O)C1CC1)c1nn(-c2ccccc2C(F)(F)F)cc1O	3
O=S1(=O)N=C(SCc2ccccc2)Nc2ccccc21	-5
COc1ccc2[nH]c(C(=O)N3CCc4nc5ccccc5c(C(=O)NCc5ccccc5)c4C3)cc2c1	-2
O=C1CCS(=O)(=O)c2ccc(Cl)cc21	-9
COc1cc(OC)c(NC(=O)N2CC3CCCC32)cc1Cl (stereo not given)	-5
Cc1ccc(CN(C)C(=O)C(C)(C)C)cc1	-16
CC(C)(C)n1ncc2c(=O)n(NC(=O)c3cc4ccccc4o3)cnc21	-1
NC(=O)c1ccccc1-c1cccc2ccccc12	-14
Cc1ccc(C(=O)NC2CCCc3nc(-c4ccccc4)sc32)cn1 (stereo not given)	2
CCN(Cc1noc(C2CCC2)n1)C(=O)c1scc2c1OCCO2	-7
Cc1cccc(C(C(=O)N(CCO)Cc2nccs2)N(C)C)c1 (stereo not given)	-19
O=c1cc(CSc2ccc(S(=O)(=O)N3CCCC3)cn2)nc2sccn12	-11
Fc1ccc(CSC2=NCCN2)c(Br)c1	0&13

3 of the entries above in order of their number in mcGAS RapidFire, lowest first:
compound	mcGAS RapidFire
Cc1cccc(C(C(=O)N(CCO)Cc2nccs2)N(C)C)c1 (stereo not given)	-19
Cc1ccc(Cn2nnc3c(=O)n(Cc4ccc(F)cc4)cnc32)cc1	2
O=C(NNC(=O)C1CC1)c1nn(-c2ccccc2C(F)(F)F)cc1O	3

Next section:
compound	mcGAS RapidFire
COCc1nnc(C(=O)N2CCC(C(=O)OC)(c3ccccc3)C2)o1 (stereo not given)	-13
CCc1noc(CN(CC)Cc2ccc3cccc(O)c3n2)n1	-11
CCc1ncc(C(=O)NCCNc2ncccc2C(F)(F)F)s1	-4
CC(CCNS(=O)(=O)c1ccc(S(N)(=O)=O)cc1)c1ccccc1 (stereo not given)	-4
CC(C)n1c2c(=O)n(C)c(=O)n(C)c2n2c(-c3ccc(Cl)cc3)nnc12	-6
Cc1nc2c(N3CCC(c4cc(-c5ccco5)n[nH]4)CC3)ncnc2o1	-4
CCc1nnc(NC(=O)C(C)Oc2cccc(C)c2)s1 (stereo not given)	-3
CC1(C)C2OCCCC2C1OC(=O)C1CCN(CC(F)(F)F)CC1 (stereo not given)	-7
CC(C)c1ccc(CC(=O)N2CCC2(C)C(=O)Nc2cc(C(C)(C)C)nn2C)cc1 (stereo not given)	-21
O=C(O)c1nn(C2CCOC2=O)c(=O)c2ccccc12 (stereo not given)	-3
CCc1ccc(S(=O)(=O)N2CCN(c3ncnc4c3nnn4CC)CC2)s1	-7
CCOc1ccc(N=C(C)CC)c(C2COC(=O)C2=N)c1 (stereo not given)	-34
C#CC(C)(C)OC(=O)c1ccccc1C(=O)O	-9
O=C(Nc1ccc(Cl)cc1F)C1CC12CCOCC2 (stereo not given)	-2
CC(C)CC(O)C1CCN(C(=O)Cc2cccnc2)CC1 (stereo not given)	-6
Cc1cc(C(C#N)c2ccc(Cl)cc2)c(Cl)cc1NC(=O)c1cc(I)cc(I)c1O (stereo not given)	-2
CCN(CC(=O)NCc1ccc(Cl)cc1)Cn1nnc2ccccc21	0
O=C(c1ccc(-c2ccoc2)nc1)N1CCC(CCn2cccn2)CC1	17
CC(C)c1nc2cc(NS(=O)(=O)c3ccc4c(c3)CC(=O)N4)ccc2o1	-15
CC1(C(=O)NS(C)(=O)=O)CCN1C(=O)c1ccccc1CCc1ccccc1 (stereo not given)	-1
Cc1ccc(-n2ncc3c(=O)n(NC(=O)c4cccc([N+](=O)[O-])c4C)cnc32)cc1C	-2
CC(C)c1ccc(-n2ncc(C(=O)N(C)CCc3ccccc3)c2N)cc1	-3
CCNc1cc(C)nc(N2CCN(C(=O)Nc3cc(C)ccc3C)CC2)n1	-8
Cc1nnc(SCC(=O)NCCN2C(=O)CSC2=O)s1	-6
Cc1cccc(Nc2ccc(NCCNC(=O)Nc3ccccc3F)nn2)n1	-8
Cc1nc(C(C)NC(=O)C2CCCN2Cc2ccc(F)cc2)cs1 (stereo not given)	-3
C/C(CCc1oc2ccc(Cl)cc2c1-c1ccc(C)o1)=N/O	0
O=C(NC1(C(F)(F)F)C(=O)OC2CCCC21)NS(=O)(=O)c1ccccc1Cl (stereo not given)	1
O=C(/C=C/c1sc2ccccc2c1Cl)N1CCN(CCN2CCCC2)CC1	-5
COc1cccc(C(C)N(C)Cc2cn(C)nc2-c2cccc(Cl)c2)c1 (stereo not given)	-4
CCc1nnsc1C(=O)O	-2
FC(F)(F)c1ccc(NC2CCCCC2)nc1	-4
N#CCCN(Cn1nc(-c2cccs2)oc1=O)C1CCOCC1	-4
CC(c1cc2ccccc2[nH]1)N(C)C(=O)c1ccc(-n2cnnc2)cc1 (stereo not given)	-12
CCCCNC(=O)CSc1nc(C2CC2)nc2ccccc12	6
CC(C)N(C(=O)CNc1ccccc1C(N)=O)C1CCCCC1	-2
S=c1[nH]nc(C2OCCc3ccccc32)o1 (stereo not given)	1
Cn1nnnc1SCc1ccc(Cl)c(Cl)c1	-4
CNC(=O)CCN(C)c1nc(-c2cccnc2)nc2c1cnn2C	-12
O=C(O)CN1C(=O)CSc2nnc(COc3ccc4c(c3)CCC4)n21	-6
COc1cccc(OCc2cc(C(=O)NCC3(N4CCCCC4)CCCCC3)no2)c1	4
CCN(CC)c1ccc2cc(-c3nnc(Nc4ccc(Br)cc4)s3)c(=O)oc2c1	-6
Cc1cccc(Cn2c(=O)c3c(nc4n(CC5CCCO5)c(C)cn34)n(C)c2=O)c1 (stereo not given)	-4
Cc1cc2c(cc1-c1c(-c3ccccc3)ncn1CCS(C)(=O)=O)OCO2	-14
COCCCN1CCN(C(=O)CC(=O)Nc2ccccc2C)CC1	-15
COc1ccc(CC2(CO)CCN(C3CCSCC3)CC2)cc1	-12
OCC1(Cc2ccccc2)CCCN(Cc2cnn(-c3ccccc3Cl)c2)C1 (stereo not given)	-3
CC(=O)N1N=C(c2ccc(C(C)(C)C)cc2)OC1C(=O)N1CCN(CCO)CC1 (stereo not given)	-13
Cc1cc(C)cc(C(=O)NC2CCN(C(=O)c3cc(-c4cccc(Cl)c4)n[nH]3)CC2)c1	-2
Cc1cccc(-c2nnc(Sc3cc(C)nc(C)n3)n2CC(N)=O)c1	-12

Continued.
compound	mcGAS RapidFire
COc1ccc(N2C(=O)CC(N3CCN(c4ccccc4)CC3)C2=O)cc1 (stereo not given)	-8
Cc1ccsc1C(=O)N1CCC1(C)C(=O)Nc1cc(C(C)(C)C)nn1C (stereo not given)	-17
CC(C)(O)C#Cc1ccc(CN2CCC(N)(C(=O)O)C2)cc1 (stereo not given)	1
CCN(C1CCS(=O)(=O)C1)S(=O)(=O)c1ccc2ccccc2c1 (stereo not given)	-5
CCN(CC)CCCN1C(=Nc2cccnc2)SCC1(O)c1cccs1 (stereo not given)	20
COc1cc(C=NN2CCN(C3c4ccccc4-c4ccccc43)CC2)cc(OC)c1O	-2
O=C(COc1ccccc1Br)c1ccc2c(c1)OCCO2	-13
CCN(Cc1nccn1C)C(=O)c1ccc(-c2cc3ccccc3o2)nc1	3
CCN(CC(=O)N1CCNC1=O)Cc1ccc(Br)s1	-4
Cn1cc(-c2ccc3c(c2)COCC(=O)N3CC2CCCCC2)cn1	6

Fetched by structure from the list above, five records:
compound	mcGAS RapidFire
COc1cccc(OCc2cc(C(=O)NCC3(N4CCCCC4)CCCCC3)no2)c1	4
COc1ccc(CC2(CO)CCN(C3CCSCC3)CC2)cc1	-12
CC1CCCN(C(=O)c2cccc(NC(=O)OC(C)(C)C)c2)CC1 (stereo not given)	3
O=C(CSc1nc2ccccc2[nH]1)N1CCCCCC1	-8
COC(=O)Cn1cc(S(=O)(=O)Nc2cc(C)ccc2F)cn1	-1

The list goes on:
compound	mcGAS RapidFire
N#CC1C(=N)SC2C(=O)N(c3ccc(F)cc3)C(=O)C2C1c1ccco1 (stereo not given)	3&3
CCNCc1cccc(-n2cnc3ccccc32)n1	-12
COc1ccc(OC)c(N2CCN(Cc3c(F)cccc3F)C(C)C2=O)c1 (stereo not given)	-1
COCCC(=O)N(Cc1ccco1)C(C)C(C)C (stereo not given)	-7
Cc1ccc(S(=O)(=O)NC(=O)C2(C)CCN2C(=O)c2cc(C)n(C)n2)nc1 (stereo not given)	-17
O=C(N1CCOCC1)C12CCC3CC(CC(C3)C1)C2	-14
CC(C)(C)CN(CCO)Cc1ncc(C(C)(C)C)o1	-5
O=C(OCc1cc(-c2ccc(F)cc2F)on1)C1CCCC1	-3
NC(=O)c1cccc(CC2CCN(C(=O)CCc3cn4ccccc4n3)C2)c1 (stereo not given)	-4
CC(=O)CC1(O)C(=O)N(Cc2ccccc2Cl)c2c(C)cc(C)cc21 (stereo not given)	-14
O=C1CN(Cc2ccccc2F)c2ccccc2N1	0
Fc1ccc(CC2CCN(Cc3nccs3)CC2)cc1	-18
CCCCCCn1c(CN2CCCC(C)C2)nc2c1c(=O)n(C)c(=O)n2C (stereo not given)	-2
Cc1cc(OCC(=O)Nc2ncc(Cc3ccccc3Cl)s2)no1	-15
CCCCN(CCCC)C(=O)c1csc(Br)c1	0
CCn1c(C)c(C)n2c3c(=O)n(C(C)C(C)=O)c(=O)n(C)c3nc12 (stereo not given)	-11
CN(C)C(=O)CN1C(=O)C(CCC(=O)N2CCC(O)(c3ccccc3)CC2)NC(=O)c2ccccc21 (stereo not given)	-9
CC(C)c1cccc(N(C)CC2=NS(=O)(=O)c3ccccc3N2)c1	-5
CC(NC(=O)c1ccc(S(=O)(=O)N2CCOCC2)o1)c1ccccc1 (stereo not given)	-5
CCNC(=O)c1ccc(Sc2nnnn2-c2ccc(Cl)cc2)nn1	-1
Cc1cc(C(=O)Nc2nnc(C3CC3)s2)c(C)s1	-6
CCC(c1nc(C)no1)n1ccnc1-c1ccc(-n2cccn2)cc1 (stereo not given)	-9
NN1C(=O)c2cccc3c(N4CCOCC4)ccc(c23)C1=O	-4
Cc1nc(SCc2ccc([N+](=O)[O-])cc2)c2c(=O)n(C)c(=O)n(C)c2n1	7
CN1CCN(C(=O)CCC2CCCN(Cc3cccc(C(F)(F)F)c3)C2)CC1 (stereo not given)	-15
CCc1cccc(NC(=O)Cc2c(C)nn(C)c2C)c1	-5
Cc1ccc2[nH]c3c(C#N)c(O)cn3c(=O)c2c1	-2
N=C1c2ccccc2CN1Nc1ncc(C(F)(F)F)cc1Cl	-4
CN=c1scc(-c2ccc(Cl)s2)n1/N=C\c1ccc2c(c1)OCO2	-4
c1ccc(N2CCC(NCC3CCCCCC3)CC2)nc1	5
CCC(=O)NC(C#N)=C(Cl)Cl	-13
C=CCN1C(=O)C(=Cc2cc(OC)cc(OC)c2)SC1=S	1
NC(=O)C(OC(=O)C12CC3CC(CC(C3)C1)C2)c1ccccc1 (stereo not given)	-7
Cc1cccc(N=C2NN=C(c3ccco3)CS2)c1C	-12
CC(Cc1cn(CCCn2ccnc2)nn1)c1ccccc1 (stereo not given)	-10
Cc1nc([N+](=O)[O-])cn1CCC(=O)NNc1nccc(C(F)(F)F)n1	-12
CC1(C(=O)NS(=O)(=O)Cc2cccc(Cl)c2)CCN1C(=O)CCc1ccccc1 (stereo not given)	-7
COc1ccc2[nH]c3c(c2c1)CCc1nonc1-3	-1
Cc1ccccc1CNC(=O)CNc1ccc(OC2CCOC2)cc1 (stereo not given)	-7
CC(=O)N1CCc2cc(S(=O)(=O)Nc3ccc(C)cc3Cl)ccc21	-5
COc1ccc(-c2cc(C(=O)O)n(-c3ccc([N+](=O)[O-])cc3)n2)c(OC)c1	-3
Cc1cc(N2CCOCC2)nc(Nc2ccc(NC(=O)CC(C)(C)C)cc2)n1	-8
NC(=O)CN(Cc1ccc(Br)cc1)C(=O)c1cc(=O)c2ccccc2o1	-1
COC(=O)c1cc2c(=O)n(-c3ccccc3Cl)ccc2nc1C	-5
Cc1ccc(SCc2nnnn2C2CC2)cc1	4
CCC1CN(Cc2ccc(OCC(N)=O)c(Cl)c2)CCN1C(C)C (stereo not given)	-12
Cc1[nH]nc(CCC(=O)N2CCC3(CCCN(CCc4ccccc4)C3)C2)c1C (stereo not given)	-5
Cc1ccc2c(c1)C1(NCCS1)C(=O)N2Cc1ccc(F)cc1F (stereo not given)	-19
Cc1cc2nc(SCC(=O)O)[nH]c2cc1C	-15

Laid out differently: entries from further up
mcGAS RapidFire,mol
-5,COC(=O)c1cc2c(=O)n(-c3ccccc3Cl)ccc2nc1C
4,Cc1ccc(SCc2nnnn2C2CC2)cc1
-12,CCC1CN(Cc2ccc(OCC(N)=O)c(Cl)c2)CCN1C(C)C (stereo not given)
-5,Cc1[nH]nc(CCC(=O)N2CCC3(CCCN(CCc4ccccc4)C3)C2)c1C (stereo not given)
-19,Cc1ccc2c(c1)C1(NCCS1)C(=O)N2Cc1ccc(F)cc1F (stereo not given)

This is a subset; rates above refer to the full screens.
